CHRM5 agonist: CHRM5 agonism in calcium assay; P08912; CHO-K1 hM5 cells, Fluo-8 calcium fluorescence; 0% DMSO wells, 100% maximal acetylcholine response; activation, % at 3 µM; hit rate 0.19% among 360,000;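 active = activation above the run's mean over test compounds plus 3 SD, cut at about 23% in these data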;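 note: signal is peak over basal fluorescence ratio across the kinetic read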
Target sequence (P08912 whole entry, looked up): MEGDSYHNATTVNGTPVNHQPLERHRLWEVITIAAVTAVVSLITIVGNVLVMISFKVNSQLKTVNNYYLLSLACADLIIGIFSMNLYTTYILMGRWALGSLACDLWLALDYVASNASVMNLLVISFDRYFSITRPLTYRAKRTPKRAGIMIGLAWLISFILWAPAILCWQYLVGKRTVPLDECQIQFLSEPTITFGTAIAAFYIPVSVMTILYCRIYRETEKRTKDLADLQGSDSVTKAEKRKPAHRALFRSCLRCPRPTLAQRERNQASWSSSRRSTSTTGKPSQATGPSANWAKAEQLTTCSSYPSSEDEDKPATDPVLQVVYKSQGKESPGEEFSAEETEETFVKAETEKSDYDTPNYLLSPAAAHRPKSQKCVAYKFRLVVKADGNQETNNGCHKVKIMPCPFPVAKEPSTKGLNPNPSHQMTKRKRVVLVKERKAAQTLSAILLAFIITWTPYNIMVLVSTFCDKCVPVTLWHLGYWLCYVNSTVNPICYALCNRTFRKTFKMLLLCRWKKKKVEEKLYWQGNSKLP
IDE inh: inhibits human insulin-degrading enzyme in HEK cells; P14735; FAbetaB cleavage, fluorescence polarization; inhibition, % at 5.59 µM; hit rate 0.41% among 320,000;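 active = percent inhibition above the average of all tested compounds plus 3 SD, set per screening campaign, cut at about 16% in these data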;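 note: IDE supplied by intact live HEK cells; FP after avidin binding of uncleaved biotin substrate so inhibition keeps polarization high; 0% = DMSO wells and 100% = 60 µM reference IDE inhibitor Ii1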
CHRM4 PAM: potentiates acetylcholine response at human M4 receptor. CHO-K1 hM4/Gqi5, Fluo-8 calcium fluorescence, ACh EC20; 0% = ACh EC20, 100% = maximal ACh. hit rate 0.4% among 360,000. activation, % at 3 µM. AID 624126. P08173;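 active = activation above its plate's cutoff, the mean activation of sample wells plus 3 SD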; note: some results filed as inactive read as strong as hits
Target sequence (P08173 whole entry, looked up): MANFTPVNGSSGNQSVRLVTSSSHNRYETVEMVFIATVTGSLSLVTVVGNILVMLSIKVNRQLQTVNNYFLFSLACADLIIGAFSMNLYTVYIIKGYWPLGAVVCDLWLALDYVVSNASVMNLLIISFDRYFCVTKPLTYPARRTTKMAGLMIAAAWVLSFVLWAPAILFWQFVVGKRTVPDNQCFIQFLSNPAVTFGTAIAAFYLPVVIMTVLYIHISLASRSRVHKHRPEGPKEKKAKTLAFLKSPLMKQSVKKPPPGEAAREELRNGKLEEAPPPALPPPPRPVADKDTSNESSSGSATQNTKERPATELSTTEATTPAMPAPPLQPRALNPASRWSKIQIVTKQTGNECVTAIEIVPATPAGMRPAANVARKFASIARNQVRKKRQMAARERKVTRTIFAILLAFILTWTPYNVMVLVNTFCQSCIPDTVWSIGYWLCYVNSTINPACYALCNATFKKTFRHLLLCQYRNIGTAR
M5 antag: CHRM5 antagonism in calcium assay; CHO-hM5 cells, Fluo-8 calcium fluorescence, ACh EC80; hit rate 0.59% among 360,000; inhibition, % at 3 µM; P08912;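 active = inhibition above a per-plate cutoff, the mean of that plate's test compounds plus 3 SD, cut at about 27% in these data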;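 note: 0% = acetylcholine EC80 with DMSO and 100% = DMSO without agonist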
CRFBP-R2 block: blocks CRF-induced signaling of the CRF-BP/CRF-R2 complex | HEK293 CRF-R2/CRF-BP, CRF-induced calcium fluorescence | inhibition, % at 11.8 µM | hit rate 0.59% among 350,000 | AID 588475;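 active = inhibition of the ligand-induced calcium signal above about 50% at the single tested concentration, limit read from the data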
CRFBP-R2 agonist: agonists of human CRF-binding protein/CRF-R2 receptor complex | hit rate 0.46% among 350,000 | activation, % at 13.2 µM | HEK293 CRF-R2/CRF-BP, calcium dye fluorescence (FLIPR); percent of saturating CRF peptide response | AID 588473;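 active = activation of at least 50%, plus an integration ratio under a set limit after plate pattern correction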;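 note: plate controls were neutral control wells without compound for no effect and CRF at EC100 for full effect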
CHRM4 agonist: agonists of human muscarinic M4 receptor (CHRM4); P08173; CHO-K1 hM4/Gqi5, Fluo-8 calcium fluorescence; vehicle 0%, full acetylcholine response 100%; activation, % at 3 µM; hit rate 0.14% among 360,000; AID 624127;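 active = activation above the run mean over all test wells plus 3 SD, cut at about 32% in these data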;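 note: peak over basal fluorescence ratio per well then scaled between controls; 0% = DMSO wells and 100% = acetylcholine at EC100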
CHRM5 PAM: CHRM5 positive allosteric modulation | P08912 | hit rate 0.3% among 360,000 | activation, % at 3 µM | AID 624038 | CHO-K1 hM5, Fluo-8 calcium, ACh EC20 PAM; 0% = ACh EC20, 100% = ACh EC100;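 active = activation above the run cutoff, the mean activation of all test compounds plus 3 SD, cut at about 18% in these data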
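Test system: CHO-K1 hM5 cells / Doses: single-point, 3 µM nominal / Times: Post-acetylcholine fluorescence recording 140 s / Technique: Fluo-8 calcium fluorescence / Measure: Max/basal fluorescence ratio as % of EC20–EC100 ACh window / Benchmarks: low control EC20 acetylcholine (0%), high control EC100 acetylcholine (100%) / Replicates: one well per compound, no replicates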
CHRM4 antagonist: blocks acetylcholine activation of human M4 receptor. CHO-hM4 cells, ACh EC80, Fluo-8 calcium fluorescence. AID 624125. hit rate 0.73% among 360,000. P08173. inhibition, % at 3 µM;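 active = inhibition above its plate's cutoff, the mean inhibition of sample wells plus 3 SD, cut at about 27% in these data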;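 note: 0% = acetylcholine EC80 with DMSO and 100% = DMSO without agonist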
An asterisk follows results filed as active; . = not tested or not shown.

1: COc1cccc(CNC(=O)c2cc3c(c(-c4cccc(-c5cccc(C#N)c5)c4)n2)[C@H](CCO)N(S(=O)C(C)(C)C)C3)c1 (some centres not stated)
2: O=C(Nc1ncccn1)c1ccc([N+](=O)[O-])cc1[N+](=O)[O-]
3: CCN(CC(=O)Nc1ccc(NC(C)=O)cc1)C(=O)c1cc(S(=O)(=O)N2CCCCCC2)ccc1OC
4: Cn1c(SCC(=O)C(C)(C)C)nnc1-c1ccccn1
5: Cc1ccc(NC(=O)/C(=C\c2ccccc2)NC(=O)/C=C/c2ccccc2)cc1
6: COCCn1c(SCC(=O)Nc2ccccc2OC)nc2ccccc21
assay / compound	1	2	3	4	5	6
CHRM5 agonist	4	0	-4	1	-5	-4
IDE inh	.	7	0	-4	4	0
CHRM4 PAM	-10	-5	4	-6	-4	-9
M5 antag	13	5	4	0	0	9
CRFBP-R2 block	.	-4	11	7	12	-13
CRFBP-R2 agonist	.	-0.1	0.6	0.0	-2.5	-2.3
CHRM4 agonist	19	0	0	0	1	0
CHRM5 PAM	-16	-4	9	4	5	-2
CHRM4 antagonist	5	4	1	18	10	2

7: COc1ccc(C(=O)NCc2ccc(-c3nc4ccccc4s3)cc2)cc1
8: O=C(Cn1c(=O)n(CCC(=O)N2CCc3ccccc3C2)c(=O)c2ccccc21)NCC1CCCO1 (configuration not stated)
9: Cn1c(=O)c2c(ncn2CC(=O)Nc2ccc3c(c2)OCO3)n(C)c1=O
10: COc1cc2[nH]c(=O)n(CCCCCC(=O)N3CCN(c4ccccc4)CC3)c(=O)c2cc1OC
11: COc1cccc(-c2nnn(CC(=O)Nc3cc(OC)c(NC(=O)c4ccco4)cc3OC)n2)c1
12: CN(C)CCOc1ccc(-c2c(-c3ccsc3)sc3ccccc23)cc1
assay / compound	7	8	9	10	11	12
CHRM5 agonist	1	0	-1	1	-4	-2
IDE inh	1	.	-3	10	-3	1
CHRM4 PAM	0	9	1	-8	3	4
M5 antag	6	9	-4	13	1	11
CRFBP-R2 block	12	-8	27	-9	13	-10
CRFBP-R2 agonist	1.2	-3.5	0.9	-2.8	-2.2	6.2
CHRM4 agonist	2	1	1	15	0	3
CHRM5 PAM	-3	5	2	-13	-1	-3
CHRM4 antagonist	-8	-2	-4	5	5	20

13: O=C1Cc2ccccc2C(=O)N1Cc1ccccc1
14: CCN(c1ccccc1)S(=O)(=O)c1ccc(C(=O)NCC(=O)Nc2ccc(F)c(F)c2F)cc1
15: Fc1cccc(CN2CCC(Cc3ccccc3)CC2)c1
16: COc1ccc(S(=O)(=O)N2CCN(c3ncccn3)CC2)cc1[N+](=O)[O-]
17: O=S(=O)(c1ccc(OCC2CO2)cc1)c1ccc(OCC2CO2)cc1 (configuration not stated)
18: COc1cccc(C(=O)OCCNC(=O)c2cccnc2)c1
assay / compound	13	14	15	16	17	18
CHRM5 agonist	-3	1	-21	-1	-1	0
IDE inh	5	-4	-4	-5	-2	-7
CHRM4 PAM	12	2	-5	0	0	9
M5 antag	-2	2	6	-2	-2	-5
CRFBP-R2 block	-3	-9	-3	2	10	14
CRFBP-R2 agonist	-2.5	3.2	-0.5	0.7	-2.6	0.9
CHRM4 agonist	1	8	0	-1	2	2
CHRM5 PAM	-1	-17	-7	4	0	5
CHRM4 antagonist	2	-15	5	-13	-3	-11

5 structures from above, sorted by molar mass, lowest first:
13: O=C1Cc2ccccc2C(=O)N1Cc1ccccc1
18: COc1cccc(C(=O)OCCNC(=O)c2cccnc2)c1
12: CN(C)CCOc1ccc(-c2c(-c3ccsc3)sc3ccccc23)cc1
11: COc1cccc(-c2nnn(CC(=O)Nc3cc(OC)c(NC(=O)c4ccco4)cc3OC)n2)c1
14: CCN(c1ccccc1)S(=O)(=O)c1ccc(C(=O)NCC(=O)Nc2ccc(F)c(F)c2F)cc1
assay / compound	13	18	12	11	14
CHRM5 agonist	-3	0	-2	-4	1
IDE inh	5	-7	1	-3	-4
CHRM4 PAM	12	9	4	3	2
M5 antag	-2	-5	11	1	2
CRFBP-R2 block	-3	14	-10	13	-9
CRFBP-R2 agonist	-2.5	0.9	6.2	-2.2	3.2
CHRM4 agonist	1	2	3	0	8
CHRM5 PAM	-1	5	-3	-1	-17
CHRM4 antagonist	2	-11	20	5	-15

(list continues)
19: COC(=O)C(C(=O)Nc1ccccc1C)C1CCCC1 (configuration not stated)
20: C[C@@H]1CN([C@@H](C)CO)C(=O)CCCn2nncc2CO[C@H]1CN(C)Cc1cccc(C(F)(F)F)c1
21: COc1ccc2[nH]c(=O)c(CN(C)C(=O)C3CCCCC3)cc2c1
22: COc1cccc(C2C(C#N)=C(N)N(N(C)C)C3=C2C(=O)CC(C)(C)C3)c1OC (configuration not stated)
23: CCN(C(=O)c1cccnc1SC)C12CC3CC(CC(C3)C1)C2
24: CCc1ccc(NC(=O)C2CCCCC2C(=O)O)cc1 (configuration not stated)
assay / compound	19	20	21	22	23	24
CHRM5 agonist	-1	-1	5	-3	0	-1
IDE inh	1	.	4	4	-4	2
CHRM4 PAM	-6	7	-5	-1	4	0
M5 antag	4	-1	8	4	6	-9
CRFBP-R2 block	37	-3	15	4	-3	-6
CRFBP-R2 agonist	2.9	3.9	0.1	0.2	-1.1	0.4
CHRM4 agonist	0	1	4	0	0	1
CHRM5 PAM	-3	3	1	-1	-2	10
CHRM4 antagonist	7	8	12	-13	-13	0

25: COc1ccc(N2CCN(c3ccc(C(N)=O)cc3[N+](=O)[O-])CC2)cc1
26: CCCC(=O)Nc1cccc(NC(=O)c2ccc3c(c2)OCO3)c1
27: Cc1ccc(C(=O)CSc2nnc(COc3cccc4cccnc34)o2)cc1
28: COCCOC(=O)c1c(C)oc2ccc(NS(=O)(=O)c3ccc(F)cc3)cc12
29: Clc1ccc(C2=NNC(=NCc3ccccc3)SC2)cc1
30: Cn1c(SCc2nc(-c3ccc(Cl)cc3)no2)nnc1-c1ccco1
assay / compound	25	26	27	28	29	30
CHRM5 agonist	6	-3	4	-5	0	3
IDE inh	7	5	2	5	9	6
CHRM4 PAM	-3	1	-4	-9	-3	5
M5 antag	9	10	2	4	7	-1
CRFBP-R2 block	-10	11	-9	8	-7	-2
CRFBP-R2 agonist	-1.6	2.2	-2.0	-3.0	1.4	1.2
CHRM4 agonist	8	3	23	0	3	7
CHRM5 PAM	0	-11	-13	1	2	3
CHRM4 antagonist	-1	3	-10	-10	-6	-15

31: COc1ccc(C(=O)NC(=S)Nc2ccc(CN3CCOCC3)cc2)cc1Br
32: COc1ccc2[nH]c(=S)cc(C)c2c1
33: COC(=O)Cc1ccc(NC(=S)N2CCN(C)CC2)cc1
34: O=S1(=O)CC(N2CCCC2)CN1CCc1ccccc1 (configuration not stated)
35: Cc1sc2ncnc(N3CCC(C(=O)Nc4ccc(C#N)cc4)CC3)c2c1C
36: Cc1cc(=O)oc2c(C)c(OC(C)C(=O)NCC(O)c3ccccc3)ccc12 (configuration not stated)
assay / compound	31	32	33	34	35	36
CHRM5 agonist	-2	-2	-1	-2	3	-2
IDE inh	-4	9	0	.	1	1
CHRM4 PAM	-11	2	2	3	24*	3
M5 antag	11	5	-3	1	0	10
CRFBP-R2 block	-30	7	9	.	-9	2
CRFBP-R2 agonist	1.2	-4.7	0.3	.	1.2	-1.0
CHRM4 agonist	22	0	1	1	3	2
CHRM5 PAM	-17	4	6	5	1	0
CHRM4 antagonist	-1	2	-1	-6	1	0

37: Cc1ccc(C(=O)Nc2cccc(C(=O)NCc3ccccc3)c2)o1
38: COC(=O)c1ccccc1C(=O)N1CCCC(C(=O)c2ccc(OC)c(OC)c2)C1 (configuration not stated)
39: Cc1nn(Cc2ccc(Cl)cc2)c(C)c1NC(=O)Cn1nc([N+](=O)[O-])c(Cl)c1C
40: O=C(CCS(=O)(=O)c1ccc(Br)cc1)Nc1ccccn1
41: O=C(Nc1cccnc1)Nc1cc(Cl)cc(Cl)c1
42: COc1ccc(NC(=O)c2ccc(COc3ccccc3OC)o2)cc1OC
assay / compound	37	38	39	40	41	42
CHRM5 agonist	-4	-3	0	4	8	0
IDE inh	3	-3	1	1	2	4
CHRM4 PAM	-1	0	-2	-5	-15	-5
M5 antag	12	1	-6	-2	30*	-1
CRFBP-R2 block	18	4	17	-5	20	-20
CRFBP-R2 agonist	-3.2	-0.8	3.5	-6.4	10	-5.4
CHRM4 agonist	4	3	5	4	17	8
CHRM5 PAM	-6	3	-4	-2	-18	-11
CHRM4 antagonist	27*	0	0	0	15	-8

43: CCc1nnc(NC(=O)CSc2nnc(-c3ccccc3O)n2-c2ccc(C)cc2)s1
44: Cc1ccc(Cn2cnc3c(nnn3Cc3ccc(Cl)cc3)c2=O)cc1
45: Cc1sc2ncnc(NC3CCN(Cc4ccccc4)CC3)c2c1C
46: COc1ccc(NS(=O)(=O)c2cccc(C(=O)NNC(=O)c3cc(C)oc3C)c2)cc1
47: CCOc1ccc(N(CC(=O)NCCc2ccccc2)S(=O)(=O)c2ccccc2)cc1
48: Cc1c(NC(=O)c2ccccc2)cccc1[N+](=O)[O-]
assay / compound	43	44	45	46	47	48
CHRM5 agonist	-6	3	-8	-2	-3	0
IDE inh	-5	5	2	-1	-6	5
CHRM4 PAM	0	15	-18	9	0	15
M5 antag	-2	-19	29*	-15	9	9
CRFBP-R2 block	-23	17	-28	-9	-4	-4
CRFBP-R2 agonist	-1.3	9.7	3.3	-0.3	2.0	0.8
CHRM4 agonist	0	1	11	3	1	1
CHRM5 PAM	-3	6	-29	2	1	2
CHRM4 antagonist	-6	-21	19	-2	-5	-2

Screen by screen, from the results shown:
Compounds 43–48 in CHRM4 PAM read 0, 15, -18, 9, 0, 15

Other records:
49: Cc1cc(N2CCN(Cc3nc(-c4ccc(Cl)cc4)oc3C)CC2)cc(C)n1
50: O=C(NNc1ncccc1-n1cccc1)c1ccc(Cl)cc1
51: CCCN(Cc1ccc(N(C)C)cc1)CC1CC1
52: Cc1cc(NC(=O)CCC(=O)N(Cc2ccco2)C(C(=O)NC2CCCC2)c2ccccc2)no1 (configuration not stated)
53: O=C1c2ccccc2NC(c2cccnc2)N1c1ccccc1F (configuration not stated)
54: CC(C)(C)n1nnnc1C(c1cccnc1)N1CCN(C2CCCCC2)CC1 (configuration not stated)
55: COc1ccccc1C(=O)Nc1c2c(nn1-c1cccc(C)c1C)CS(=O)(=O)C2
56: COc1cccc2c1OCC(C(=O)O)C2 (configuration not stated)
assay / compound	49	50	51	52	53	54	55	56
CHRM5 agonist	-5	-2	-4	0	-2	1	1	-3
IDE inh	1	4	-2	1	13	-2	0	0
CHRM4 PAM	-10	-8	-6	-5	-4	-4	5	-6
M5 antag	-7	4	2	6	6	1	9	3
CRFBP-R2 block	8	14	-5	-6	-10	13	-6	-6
CRFBP-R2 agonist	-1.5	-1.6	0.4	0.5	-0.3	-1.7	-0.7	-0.1
CHRM4 agonist	9	0	-1	3	0	2	2	0
CHRM5 PAM	8	1	0	-2	-3	-3	-12	-5
CHRM4 antagonist	-15	7	2	-2	16	-4	-12	5

Screening data: PubChem, several laboratories
